Screening results from PubChem BioAssay.
CHO parental Ca = counter-screen for OX1R antagonists: effect in parental CHO cells; parental CHO-K1, ATP-induced calcium, Fluo-8 fluorescence; inhibition, % at 5.6 µM; actives 0.63% (n = 330,000);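 active = inhibition above that plate's mean sample inhibition plus 3 SD, cut at about 26% in these data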;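 also: 0% = ATP-challenged DMSO wells and 100% = DMSO wells without ATP; some compounds past the cut are filed as inactive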
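Material: Parental CHO cells | Reagent: ATP | Compound dosing: Single nominal dose of 5.6 µM per compound | Detection: Intracellular calcium via Fluo-8 no-wash fluorescent dye | Read-out: % inhibition of ATP-induced calcium mobilization | Benchmarks: Low control ATP plus DMSO, high control DMSO only | Replicates: Singlicate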
M1 ag = activates human CHRM1 receptor | CHO-K1 hM1, Fluo-8 calcium fluorescence, agonist mode; 0% DMSO, 100% acetylcholine EC100 | activation, % at 3 µM | actives 0.33% (n = 360,000) | AID 588814;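 active = activation above the run's mean compound activation plus 3 SD, cut at about 16% in these data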;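 also: peak over basal fluorescence ratio within a 140 s kinetic read after compound addition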
Target sequence (P11229 whole entry, looked up): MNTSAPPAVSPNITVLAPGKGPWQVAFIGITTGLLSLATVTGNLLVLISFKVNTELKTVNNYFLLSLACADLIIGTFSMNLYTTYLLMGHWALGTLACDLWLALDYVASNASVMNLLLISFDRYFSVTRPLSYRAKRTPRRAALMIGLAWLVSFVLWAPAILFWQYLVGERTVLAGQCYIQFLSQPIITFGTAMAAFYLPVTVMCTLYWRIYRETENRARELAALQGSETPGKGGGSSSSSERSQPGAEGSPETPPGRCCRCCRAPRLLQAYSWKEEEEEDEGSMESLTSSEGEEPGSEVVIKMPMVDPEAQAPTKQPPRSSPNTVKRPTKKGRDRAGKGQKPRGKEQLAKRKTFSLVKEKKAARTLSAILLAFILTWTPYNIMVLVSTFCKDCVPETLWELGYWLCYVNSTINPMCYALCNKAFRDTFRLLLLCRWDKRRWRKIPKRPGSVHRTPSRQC
CHO-K1 Ca antag = M1 antagonist counterscreen hit in parental CHO-K1 cells. ATP-induced calcium, Fluo-8 fluorescence. inhibition, % at 3 µM. actives 0.6% (n = 360,000). AID 602250;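 active = inhibition above a per-plate cutoff, the plate's mean sample inhibition plus 3 SD, cut at about 24% in these data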;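 also: 0% = DMSO plus EC80 ATP and 100% = DMSO alone without ATP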
M1 PAM = positive allosteric modulators of human M1 muscarinic receptor; P11229; CHO-K1 hM1, Fluo-8 calcium fluorescence, ACh EC20; 0% = ACh EC20, 100% = maximal ACh; activation, % at 3 µM; actives 0.088% (n = 360,000); in the data active = activation above about 19%, passing the limit was not always enough
TAAR1 ag = human TAAR1 agonism. actives 0.99% (n = 360,000). activation, % at 3 µM. CHO RD-HGA16 TAAR1, Fluo-8 calcium fluorescence; vehicle wells 0%, saturating PEA agonist 100%;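 active = activation above the mean activation of all test compounds in the run plus 3 SD, cut at about 38% in these data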
Target sequence (Q96RJ0 whole entry, looked up): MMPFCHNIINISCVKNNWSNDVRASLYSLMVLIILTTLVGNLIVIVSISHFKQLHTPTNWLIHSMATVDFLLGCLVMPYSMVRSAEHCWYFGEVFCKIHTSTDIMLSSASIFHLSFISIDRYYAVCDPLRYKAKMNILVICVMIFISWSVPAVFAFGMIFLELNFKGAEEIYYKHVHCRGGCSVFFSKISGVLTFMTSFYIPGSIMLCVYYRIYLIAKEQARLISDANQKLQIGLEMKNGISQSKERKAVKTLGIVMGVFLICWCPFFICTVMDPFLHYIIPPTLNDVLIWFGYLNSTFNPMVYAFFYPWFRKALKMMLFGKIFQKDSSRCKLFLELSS
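System: CHO-derived RD-HGA16 cells with stable Gα16 and human TAAR1. Times: 17-24 h plating, Fluo-8 75 min 37 °C, 30 min RT. Measured by: calcium-sensitive Fluo-8 signal, excitation 470-495, emission 515-575 nm. Read-out basis: % activation relative to PEA EC100 response. Control set: DMSO and PEA EC100. Repeats: no replicates (n 1).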
TAAR1 antagonist = human TAAR1 antagonism; Q96RJ0; CHO RD-HGA16 TAAR1, Fluo-8 calcium fluorescence, antagonist; inhibition, % at 3 µM; actives 1.5% (n = 360,000); AID 624466;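 active = inhibition above a per-plate cutoff, the mean inhibition of test compounds on that plate plus 3 SD, cut at about 49% in these data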;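 also: 0% = DMSO plus EC80 beta-PEA response and 100% = DMSO alone without agonist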
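Assay system: RD-HGA16 CHO cells with stable hTAAR1 and Gα16 / Reagent: EC80 β-phenethylamine stimulus / Doses: 3 µM, single point / Timing: dye loading 75 min at 37 °C, then 30 min room temperature / Measured by: Fluo-8 intracellular calcium dye fluorescence, real-time kinetic reads / Controls: vehicle wells and EC80 agonist wells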
M1 PAM parental = M1 PAM counterscreen hit in parental CHO-K1 cells | ATP EC20, Fluo-8 calcium fluorescence; 0% at ATP EC20, 100% at ATP max | activation, % at 3 µM | actives 0.02% (n = 360,000) | AID 602247;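 active = activation above the run cutoff, the mean activation of all test compounds plus 3 SD, cut at about 40% in these data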;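 also: peak over basal fluorescence ratio in a 140 s read after ATP addition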
CHO-K1 Ca ag = nonselective activator or artifact in parental CHO-K1 cells. activation, % at 3 µM. Fluo-8 calcium fluorescence; scaled to maximal ATP response, vehicle zero. AID 602248. actives 0.48% (n = 360,000); in the data active = activation above about 15%;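 also: untransfected CHO-K1 host cells lacking M1 receptor as counterscreen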
M1 antag = blocks human M1 muscarinic receptor; P11229; actives 1.3% (n = 360,000); CHO-K1 hM1, Fluo-8 calcium fluorescence, ACh EC80 antagonist; AID 588852; inhibition, % at 3 µM;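 active = percent inhibition above its own plate's cutoff, namely the mean of that plate's compound wells plus 3 SD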;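 also: peak over basal fluorescence ratio during 140 s after agonist addition; 0% = ACh EC80 plus DMSO and 100% = DMSO alone without agonist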
The depositor's hits bear a star; . = no result given.

SMILES | CHO parental Ca | M1 ag | CHO-K1 Ca antag | M1 PAM | TAAR1 ag | TAAR1 antagonist | M1 PAM parental | CHO-K1 Ca ag | M1 antag
O=C(Cn1nnc(-c2ccccc2)n1)NNC(=O)c1ccccc1 | 5 | -4 | -19 | -2 | 1 | 1 | 11 | 1.5 | 7
O=C(NCCc1ccccc1)c1c(O)c2ccccc2[nH]c1=O | -15 | -3 | 0 | 2 | 3 | -12 | 2 | -0.3 | -5
COC(=O)c1ccccc1NC(=O)C(C)Oc1ccccc1 (stereo not given) | -31 | -6 | -4 | -1 | 3 | 5 | 18 | -0.4 | -2
CC(Oc1cc2oc(=O)c3c(c2cc1Cl)CCC3)C(=O)NC1CC(C)(C)NC(C)(C)C1 (stereo not given) | -26 | -13 | -7 | 0 | 0 | -9 | -1 | -0.1 | -6
CC1=C(C(=O)N(C)C)CC(CC(=O)NCc2ccco2)C(=O)N1CCC1=CCCCC1 (stereo not given) | . | -3 | -2 | 12 | 1 | -20 | 3 | -0.3 | -22
CCOC(=O)c1cc(-c2ccc([N+](=O)[O-])cc2)nc2c1c(=O)[nH]c(=O)n2Cc1ccccc1 | 9 | -1 | -15 | 11 | 3 | -24 | 2 | 0.1 | -14
Cc1ccc(C(=O)N2CCc3ccccc32)cc1[N+](=O)[O-] | -8 | -2 | 3 | 11 | -1 | 6 | 11 | 0.1 | -14
NS(=O)(=O)c1ccc(N2CCN(S(=O)(=O)Cc3ccccc3)CC2)nc1 | 1 | -1 | -17 | -11 | 1 | 3 | 5 | 0.2 | 3
c1ccc(-c2csc3ncnc(NCCN4CCOCC4)c23)cc1 | -4 | -4 | 13 | -6 | 3 | -3 | -3 | 1.0 | 22
O=C(O)c1cccc2c3c([nH]c12)CCCC3 | -7 | -3 | -22 | 3 | 6 | -10 | 20 | 1.0 | -3
Cc1cccc(N2CCN(C(=O)c3ccc(Cl)c(S(=O)(=O)NCc4ccco4)c3)CC2)c1C | -36 | -1 | -1 | 9 | 2 | 0 | -7 | 0.5 | -8
O=C(NNC(=S)Nc1ccc(Cl)cc1Cl)c1ccc(N2CCOCC2)c([N+](=O)[O-])c1 | 1 | -2 | -5 | 0 | 0 | -2 | 8 | 1.3 | -9
Cc1nc2scc(-c3cccs3)c2c(=O)[nH]1 | -8 | -5 | -9 | 10 | 6 | -13 | 25 | 5.3 | -6
CCn1c(COc2cccc3cccnc23)nnc1SCC(=O)OC | -9 | -9 | -10 | 8 | 7 | -19 | 27 | 1.2 | -3
COc1cc(NC(=O)c2sc3ncn(CC(=O)N4CCCCC4C)c(=O)c3c2C)cc(OC)c1OC (stereo not given) | . | -4 | -8 | 6 | 3 | -5 | 17 | 2.1 | -10
O=C(N[C@@H](Cc1ccccc1)C(=O)OCc1ccccc1)c1nc[nH]c1C(=O)N1CCN(c2ccccc2)CC1 | 27 | -4 | -2 | -6 | 12 | 52* | 2 | 0.8 | 14
CCN(CC)S(=O)(=O)c1ccc(N(C)C)c(NC(=O)CSCc2c(C)noc2C)c1 | -8 | -1 | -12 | 14 | 0 | -11 | 14 | 1.5 | -19
CCN(CC)S(=O)(=O)c1ccc(Oc2ccccc2)c(N)c1 | -3 | -1 | -9 | 8 | 4 | -1 | 9 | 4.8 | -2
COc1ccc(S(=O)(=O)N2CC(C)N(C(=O)N(C)C)C2C(C)C)cc1 (stereo not given) | -6 | -4 | 0 | 8 | 0 | -2 | 8 | 3.7 | -10
Cc1cc(C)cc(C(=O)Oc2cc(C)[nH]c(=O)c2[N+](=O)[O-])c1 | -3 | -1 | 2 | -6 | 3 | -3 | -2 | 6.8 | 21

Some entries already given with just TAAR1 antagonist and CHO-K1 Ca ag:
Structure,TAAR1 antagonist,CHO-K1 Ca ag
NS(=O)(=O)c1ccc(N2CCN(S(=O)(=O)Cc3ccccc3)CC2)nc1,3,0.2
c1ccc(-c2csc3ncnc(NCCN4CCOCC4)c23)cc1,-3,1.0

Further compounds follow:
SMILES | CHO parental Ca | M1 ag | CHO-K1 Ca antag | M1 PAM | TAAR1 ag | TAAR1 antagonist | M1 PAM parental | CHO-K1 Ca ag | M1 antag
Cn1c(C(=O)OCC(=O)NCc2ccco2)cc2sccc21 | -1 | -4 | 8 | -7 | 7 | -6 | -8 | -0.1 | 12
CCc1cccc(C)c1NC(=O)CCCN1C(=O)CN(C)C1=O | 2 | -3 | -12 | 3 | 3 | -13 | -10 | 0.4 | -4
O=C(NCc1cccnc1)C1CC(c2ccccc2Cl)=NO1 (stereo not given) | -18 | -3 | -6 | 1 | 2 | 9 | 4 | 0.4 | -4
Cc1cc(C)cc(N(CC(=O)NCc2ccc(F)cc2)C(=O)c2snc(C(N)=O)c2N)c1 | -15 | 16* | -7 | 11 | 41* | 17 | 15 | 1.5 | -6
O=C(O)c1[nH]c(-c2ccccc2)c2c1C(=O)N(C1CC1)C2=O | . | -3 | -8 | 1 | 0 | -19 | 16 | 0.3 | -6
Cc1cnc(NC(=O)c2cc3c(s2)CCCC3)s1 | -18 | -5 | -2 | 2 | 5 | 11 | 9 | 0.5 | -7
CCn1c(SCC(N)=O)nc2sc3c(c2c1=O)CCCC3 | -15 | -4 | -19 | 6 | -3 | -3 | 7 | 0.2 | 5
CC(N=C1NS(=O)(=O)c2ccccc21)C(=O)NCc1ccc(F)cc1 (stereo not given) | -7 | -3 | -8 | -2 | 1 | -5 | 6 | 0.2 | -4
CCNC(=O)C1(C)CCN(C(=O)c2ccc(C(=O)OC)cc2)C1 (stereo not given) | . | 0 | -12 | 10 | 2 | -17 | 22 | 1.1 | -17
Cc1cccc(C(=O)NC(=O)Nc2c(C)cc(C)nc2C)c1 | -15 | -6 | -8 | 5 | 2 | -12 | 17 | 3.9 | 0
CCCc1ccc(C(=O)NNC(=O)c2ccc(Cl)cc2)cc1 | -15 | 12 | -16 | 8 | 9 | -7 | 20 | -0.3 | -10
CC(C)Cn1c(N)c(C(=O)CSc2ncnc3sc4c(c23)CCCC4)c(=O)n(C)c1=O | 0 | -4 | -5 | 3 | 1 | 14 | 3 | -0.3 | 0
O=C(O)c1cc(-c2cccc([N+](=O)[O-])c2)nc2ccccc12 | 11 | -2 | -12 | 6 | 0 | -16 | 29 | 4.8 | -6
S=c1[nH]nc(-c2ccccc2)o1 | -6 | -2 | 6 | 5 | -1 | 10 | -11 | 0.2 | -7
N#CCOc1ccccc1/C=N/n1nnnc1N | 3 | -4 | -4 | 9 | -1 | -11 | 1 | 0.7 | -13
Cc1cc(C)n2nc(SCC(=O)NC3CCCCC3)nc2n1 | -20 | -2 | -11 | 2 | 1 | 2 | 7 | -0.2 | -3
c1ccc2nc(-c3ccncc3)ccc2c1 | -7 | -5 | 9 | -1 | 5 | 3 | -6 | -0.4 | 7
COc1ccc(C2CC(c3ccccc3)=NN2C(=O)c2ccc(F)cc2)cc1 (stereo not given) | -24 | -1 | -12 | 4 | 1 | -19 | -10 | 0.5 | -6
CC(C)OC(=O)CSc1nnc(Cc2ccccc2)n1CC1CCCO1 (stereo not given) | -10 | -4 | -8 | 7 | 11 | 1 | 23 | 0.3 | -18
O=C(Nc1cccc([N+](=O)[O-])c1)c1ccn[nH]1 | 2 | -2 | -12 | 5 | 5 | 4 | -1 | 0.4 | -2
CC1(C)CC(=O)C2=C(C1)Oc1ncn3nc(-c4cccnc4)nc3c1C2c1ccccc1 (stereo not given) | . | -2 | -10 | 2 | 1 | -2 | 12 | -0.1 | -7
CCOC(=O)c1sc(NC(=O)CCSC)nc1C | -8 | -5 | 6 | 4 | 3 | 11 | -8 | 0.3 | -3
O=c1[nH]n(-c2ccccc2)c(=O)c2ccccc12 | 1 | 2 | 17 | 16 | 0 | -6 | -8 | -0.4 | -23
NC(=O)C1CCN(CCC(=O)Nc2ccc3c(c2)CCC3)CC1 | -12 | -5 | -12 | 9 | 2 | -7 | 19 | 0.5 | -11
Clc1ccc(-c2nc(N3CCOCC3)nc3ccccc23)cc1 | -19 | -4 | -10 | 1 | -2 | -9 | 18 | 0.8 | -8
CCc1ccc(NC(=O)CSc2nccn(-c3ccc4c(c3)OCCO4)c2=O)cc1 | . | -6 | -3 | 12 | 0 | -8 | 8 | -0.1 | -8
CCc1cc(C(=O)N(CC)CC(=O)Nc2ccc(OC)cc2)sc1C | -21 | -6 | -22 | 3 | -1 | -8 | -1 | -0.2 | -11
N#CC1=C(N)Oc2c(oc(CO)cc2=O)C1c1ccsc1 (stereo not given) | 14 | -4 | -14 | 12 | 15 | -3 | 16 | 0.7 | -16
COc1ccc(S(=O)(=O)Cc2ccc(C(=O)NC(C)C)o2)cc1 | -5 | 3 | -3 | 3 | 0 | 17 | -11 | 0.1 | -11
O=C(Nc1ccc2c(c1)CCCN2C(=O)c1ccco1)c1cc([N+](=O)[O-])ccc1Cl | -18 | -2 | 5 | -8 | 7 | 61* | -26 | 3.1 | 14
CC(=O)Nc1ccc(C(=O)N2CCCCC2c2cc(C(=O)Nc3cccc4c3CCCC4)no2)cc1 (stereo not given) | . | -2 | -14 | 1 | 3 | 8 | -5 | 1.7 | -3
Cc1c(Cl)cccc1N(CC(=O)NC1CCCCC1)S(C)(=O)=O | -16 | -3 | 2 | -1 | 0 | -19 | 10 | 0.2 | 6
CC1(C)CC(=O)C2=C(C1)OC(=O)CC2c1cccs1 (stereo not given) | -7 | -3 | -12 | 11 | 7 | 14 | 21 | 1.5 | -17
COc1ccc(CCNC(=O)C(=O)c2cn(CC(=O)N3CCCC3)c3ccccc23)cc1 | . | -3 | -13 | 8 | 2 | -18 | 7 | 2.4 | -16
COc1ccccc1NS(=O)(=O)c1ccc(C)c(C(=O)NCCCN2CCCC2=O)c1 | -21 | 3 | 31* | 14 | 2 | -2 | -3 | -0.5 | 0
O=S(=O)(c1cccs1)n1cnc2ccccc21 | -4 | -2 | 9 | 2 | 0 | 1 | -10 | -0.3 | 10
COc1ccc(Cl)cc1C(=O)Nc1ccc(S(=O)(=O)N2CCCC2)cc1 | -4 | -2 | -37 | 10 | 13 | 11 | 22 | 1.5 | -3
CC(C)N=c1c([N+](=O)[O-])nn(C)n1O | -12 | 3 | -20 | 10 | 2 | 0 | 26 | 1.6 | -9

Structures listed so far printed as active in M1 ag:
compound	M1 ag	TAAR1 ag	TAAR1 antagonist	M1 antag
Cc1cc(C)cc(N(CC(=O)NCc2ccc(F)cc2)C(=O)c2snc(C(N)=O)c2N)c1	16*	41*	17	-6

Two of these compounds in a different format:
Molecule	CHO parental Ca	M1 ag	CHO-K1 Ca antag	M1 PAM	TAAR1 ag	TAAR1 antagonist	M1 PAM parental	CHO-K1 Ca ag	M1 antag
O=c1[nH]n(-c2ccccc2)c(=O)c2ccccc12	1	2	17	16	0	-6	-8	-0.4	-23
NC(=O)C1CCN(CCC(=O)Nc2ccc3c(c2)CCC3)CC1	-12	-5	-12	9	2	-7	19	0.5	-11
